NCI-60 one-dose screen, 48 h, at 10 µM unless noted. Numbers give growth in % (100 = growth as untreated, 0 = no growth, -100 = all killed).
SN12C = SN12C renal cancer cells; AID 1794767; hit rate 3.8% among 81,000
TK-10 = TK-10 renal cancer cells. hit rate 3.9% among 81,000. AID 1794769
786-0 = 786-0 renal cancer cells | hit rate 5.1% among 81,000 | AID 1794775
ACHN = ACHN renal cancer | hit rate 4.9% among 81,000 | AID 1794771
UO-31 = UO-31 renal cancer; hit rate 5.2% among 81,000
CAKI-1 = CAKI-1 renal cancer; hit rate 4.7% among 75,000; AID 1794772
A498 = A498 renal cancer cells. hit rate 5.4% among 76,000
RXF 393 = RXF 393 renal cancer cells | hit rate 6.9% among 77,000 | AID 1794773
Active calls of the source: *; · = not tested or not shown; & = joins results of further samples. Rule for the calls: active = growth percent below 10; inactive = the rest.

The opening five compounds, to show the layout:
SMILES	SN12C	TK-10	786-0	ACHN	UO-31	CAKI-1	A498	RXF 393
COc1ccc(-c2cc3ncnc(Sc4nnc(-c5ccccc5)o4)c3s2)cc1	89	96	97	99	88	·	101	106
Cc1ccc2nc(NC(=O)CSc3nc(Nc4ccccc4)c(C#N)c(-c4ccccc4)n3)sc2c1	88	108	104	90	76	82	103	79
COc1ccc(C2NC(=O)c3ccccc3N2)c(OC)c1OC (configuration not stated)	103	100	101	107	97	88	78	103
COc1cccc(/C=C\C(=O)CCN2CCOCC2)c1OC	·	91	104	111	79	99	116	117
O=C(CCCCl)Nc1nc(-c2ccc(Cl)cc2)cs1	94	88	84	93	60	79	63	96

The list itself (from the top)
SMILES	SN12C	TK-10	786-0	ACHN	UO-31	CAKI-1	A498	RXF 393
COc1ccc(-c2cc3ncnc(Sc4nnc(-c5ccccc5)o4)c3s2)cc1	89	96	97	99	88	·	101	106
Cc1ccc2nc(NC(=O)CSc3nc(Nc4ccccc4)c(C#N)c(-c4ccccc4)n3)sc2c1	88	108	104	90	76	82	103	79
COc1ccc(C2NC(=O)c3ccccc3N2)c(OC)c1OC (configuration not stated)	103	100	101	107	97	88	78	103
COc1cccc(/C=C\C(=O)CCN2CCOCC2)c1OC	·	91	104	111	79	99	116	117
O=C(CCCCl)Nc1nc(-c2ccc(Cl)cc2)cs1	94	88	84	93	60	79	63	96
COc1ccc(-c2c(C#N)cnc(N)c2-c2nc3ccccc3s2)c(OC)c1	105	·	88	107	94	100	78	110
COc1cc2cc(Oc3ccc(NC(=O)c4ccc(N5CCOCC5)c(C(F)(F)F)c4)cc3)c(C)nc2cc1OC	78	·	78	67	65	52	68	75
c1ccc(COc2ccc(Nc3ncnc4c3cnn4-c3ccccc3)cc2)cc1	97	111	100	104	80	99	78	102
Brc1ccc2nc(-c3cn(Cc4ccccc4)c4ncccc34)n(Cc3ccccc3)c2n1	87	98	91	84	51	75	81	100
CCOC(=O)C1CSC(c2ccc(F)cc2)=N1 (configuration not stated)	95	102	96	105	90	96	85	104
O=c1[nH]c(=S)[nH]cc1Oc1ccccc1	107	118	101	106	91	·	105	154
CCNC(=O)CNC(=O)C(Cc1ccc([N+](=O)[O-])cc1)NC(=O)OC(C)(C)C (configuration not stated)	98	97	106	104	95	101	85	105
CCC(CC)N1C(=O)/C(=c2\sc3n(c2=O)NC2C(N=3)N(CC)C(=O)N2CC)c2ccccc21 (configuration not stated)	56	127	73	50	54	51	52	·
Cc1nc2sc(C(=O)Nc3ccccn3)c(N)c2cc1C(C)O (configuration not stated)	94	79	82	89	78	85	77	71
COc1ccc(Cn2c(Br)c3c(c2-c2ccccc2)CCc2sc(NC(C)=O)nc2-3)cc1	97	113	112	100	90	100	93	96
Cc1ccc(S(=O)(=O)Nc2ccccc2C(N)=O)cc1	103	133	99	103	98	100	105	96
C=C1Sc2ccccc2N1C	95	99	106	104	112	·	103	·
CN(C)Cc1cc(C(=O)/C=C/c2ccc(C(=O)O)cc2)cc(CN(C)C)c1O	99	115	96	99	·	104	101	71
CC1=NN(CC(=O)N/N=C/c2ccc(Cl)cc2)C(=O)CC1	103	103	93	105	99	101	87	104
Oc1ccccc1/C=N/Nc1nc(N/N=C/c2ccccc2O)nc(N2CCOCC2)n1	27	48	30	28	20	4.6*	·	-0.6*
O=C(c1cc(Br)c(O)c(Br)c1)c1ccccc1C(=O)c1cc(Br)c(O)c(Br)c1	103	94	105	107	89	81	106	108
COc1cc2oc(-c3cccc(NC(=O)c4cccc(N)c4)c3)cc(=O)c2c(OC)c1OC	91	108	83	67	54	54	86	84
CCCn1c(=O)sc2cc3ccccc3nc21	95	106	93	104	93	92	·	96
Clc1ccc2nc(-c3c(-c4ccccc4)nc4ncccn34)[nH]c2c1	86	92	99	85	93	98	84	84
CCCCCCCCCC[N+](C)(C)C	29	-25*	9.0*	25	73	58	33	-42*
CNCCOc1nc2c3cnccc3cc(-c3cc(OC)c(OC)c(OC)c3)c2c2ccncc12	-37*	-34*	-97*	-74*	-43*	-31*	-87*	-86*
C/C(=N\N=C(N)N)c1cccs1	100	95	95	93	77	·	·	95
Oc1ccc(N=Cc2ccccc2)cc1	97	108	·	57	77	105	78	114
O=C(CSc1nc2ccccc2c(=O)n1-c1ccccc1)Nc1cccc(C(=O)/C=C/c2ccc(Br)cc2)c1	102	119	103	105	81	80	98	92
O=c1cc(-c2ccccc2)oc2cccc(O)c12	94	119	114	99	72	90	·	105
CCN(CC)c1ccc(C=O)c(OCc2cn(CC(=O)Nc3ccc(Br)cc3C)nn2)c1	104	114	105	101	105	101	107	118
COc1cc(NC(N)=NCCC(C)(C)c2ccc(C(F)(F)F)cc2)ncc1C#N	27	14	36	45	4.9*	41	48	33
Cc1ccc(Sc2nc(-c3ccccc3)oc2Sc2ccc(C)cc2)cc1	110	87	97	106	84	92	93	113
Clc1ccc2[nH]cc(-c3nn4cc(-c5nccs5)nc4s3)c2c1	96	173	111	76	73	63	107	105
OC(c1ccccc1)(c1ccccc1)C(F)(F)Cl	108	95	98	108	94	98	100	115
COc1ccc(Cc2n[nH]c(=S)n2-c2cc(C)ccc2C)cc1OC	100&97	106&112	100&104	104&100	88&95	92&90	103&99	112&109
O=C1/C(=C/C=C/c2ccco2)SC(=S)N1Cc1ccccc1	99	124	101	104	84	81	89	95
C=C1CC[C@@H]2[C@]3(C)COC(c4cn[nH]c4-c4ccc(OC)cc4)O[C@@H]3CC[C@@]2(C)[C@@H]1C/C=C1/C(=O)OCC1O (some centres not stated)	-14*	5.6*	-90*	3.8*	-44*	-23*	50	-59*
Cc1csc(-c2ccc3c(c2)COC3(CCCN(C)C)c2ccc(F)cc2)c1 (configuration not stated)	63	55	62	64	45	28	86	44
Cc1sc2nc(NCCCN)[nH]c(=O)c2c1C	94	98	91	93	89	·	87	104
Cc1ccc(C2C(C#N)=C(N)Oc3c2c(C)nn3-c2ccc(Cl)cc2)cc1 (configuration not stated)	98	141	104	95	77	88	·	124
CN1c2ccccc2C(=O)N(NC(=O)Nc2ccccc2)C1c1ccccc1 (configuration not stated)	105	99	65	106	81	94	123	109
CC(C)(N)COS(=O)(=O)O	94	115	95	114	100	103	113	110
Cn1c2c(cc(S(=O)(=O)c3ccccc3)c1=O)CCc1c-2cnn1-c1ccccc1	100	94	101	96	90	88	83	99
O=C(C(=C(c1ccccc1)c1ccccc1)c1ccccc1)c1ccccc1	99	92	92	100	56	63	86	85
CCOC(=O)C1=C(C)NC(C)=C(C(=O)OCC)C1c1ccccn1	102	103	94	103	83	100	103	103
CS(=O)(=O)c1ccc(C(=O)N2N=C(c3ccc(F)cc3)CC2c2ccc(F)cc2)cc1 (configuration not stated)	97	102	94	100	78	83	99	94
NCC(=O)NCC(=O)NC(Cc1ccccc1)C(=O)O (configuration not stated)	105	102	109	97	109	108	93	106
Cn1ncc2ccc(-c3nc(-c4ccccc4)[nH]c3-c3n[nH]c(=O)n3C3CC3)cc21	101	103	89	97	93	95	49	106
O=c1nc(N2CCOCC2)oc2c(-c3cccc4c3sc3ccccc34)cccc12	82	·	72	78	48	·	54	62
Following part.
SMILES	SN12C	TK-10	786-0	ACHN	UO-31	CAKI-1	A498	RXF 393
Cc1ccc(-c2nc(C#N)c(N3CCN(S(=O)(=O)c4ccc(C)cc4)CC3)o2)cc1	91	55	80	100	65	84	89	102
CC(C)(C)NC1=NCCNC(c2ccccc2)=C1	98	115	103	112	100	95	119	105
C/C(=C\CCc1ccoc1C)CC/C=C(\C)CCCO	97	99	103	102	83	100	81	·
C/C(=N/NC(=O)c1cc2ccccc2oc1=N)c1ccc(C)cc1	103	76	83	97	86	95	88	96
CC(=O)Nc1sc2c(c1-c1nc3ccccc3s1)CNC2	28	29	28	9.9*	6.5*	24	37	18
Cn1cc(-c2nn3cc(-c4ccc([N+](=O)[O-])cc4)nc3s2)c2cc(Br)ccc21	88	91	96	63	82	83	101	99
Cn1cc(-c2csc(-c3ccc(F)cc3)n2)c2ccccc21	97	101	106	86	84	104	94	114
NC(=O)c1c(NC(=O)CSc2ccccc2)sc2c1CCC2	113	106	87	104	76	94	134	·
CN(Cc1ccc(Cl)cc1Cl)CC(O)C(O)C(O)C(O)CO (configuration not stated)	107	98	102	107	97	98	98	95
COC(=O)NCn1c(=O)[nH]c2ccccc2c1=O	93	96	92	103	90	98	97	93
Cc1ccc(Nc2cc(Cl)c([N+](=O)[O-])cc2[N+](=O)[O-])cc1	25	16	23	26	78	33	92	-41*
COc1ccc2oc3c(c4c(c5c6ccccc6n(C)c35)C(=O)N(O)C4=O)c2c1	87	123	95	63	79	81	78	93
Cc1cc(C(C)(C)C)cc(C)c1O	110	99	101	111	95	105	98	111
CC(C)CN1CCN(CCCOC(=O)Nc2cccc3ccccc23)CC1C (configuration not stated)	98	108	97	98	49	95	136	107
COC(=O)c1nnn(-c2cc(Cl)ccc2Cl)c1C(=O)c1ccc(OC)cc1	99	152	100	98	·	74	139	110
Nc1cc(Br)ccc1Br	105	106	106	97	85	98	90	117
COc1ccc(-c2cc(=O)c3c(ccc4ccccc43)o2)cc1	78	90	91	69	54	63	81	77
NC(=O)C1(Nc2ccc(-c3ccc(Cl)cc3)cc2)CCCC1	77	92	75	89	51	83	78	91
Cc1ccc(S(=O)(=O)CC(=O)c2cc3cc(Br)ccc3o2)cc1	98	102	106	100	85	84	·	114
COc1ccc(-n2ncc3c2CCc2cc(S(=O)(=O)c4ccccc4)c(OC)nc2-3)cc1	·	85	62	68	72	74	72	98
O=c1ncc2c([nH]1)-c1cn(Cc3ccccc3)cc1CC2	98	219	72	104	105	74	113	100
CC1CN(C=O)CC(C)N1CCN1C(C)CN(C=O)CC1C (configuration not stated)	101	109	114	107	84	91	102	120
Cc1ccc(S(=O)(=O)Oc2ccc(-c3cn4ccoc4n3)cc2)cc1	97	102	97	99	98	90	86	105
CC(=O)Nc1nc(Cl)c([N+](=O)[O-])c(SCc2ccccc2)n1	102	125	104	104	92	108	102	128
COc1ccc(OC)c(-c2nc(SCC(=O)c3ccc(C#N)cc3)[nH]c(=O)c2C#N)c1	107	103	101	98	77	97	106	105
CN=C(N)N/N=C(\C)c1ccc2c(c1)Cc1cc(/C(C)=N/NC(N)=NC)ccc1-2	-49*	-4.0*	-50*	-50*	6.2*	23	-33*	-21*
Cc1ccccc1N=C1C(=O)Nc2ccccc21	95	121	102	99	60	81	94	132
Fc1ccccc1-c1nc(-c2nc3ccccc3[nH]2)c2ccccn12	79	104	101	78	47	75	53	87
COc1ccc(-c2cc(-c3ccc(Cl)cc3)nc(SCCCC(=O)NO)n2)cc1OC	6.5*	18	4.6*	-20*	-53*	-5.1*	-40*	-38*
OCC1(CO)COC2(CCCCC2)N1	102	95	102	107	79	98	108	112

The final three records of the part above lead into the next.
SMILES	SN12C	TK-10	786-0	ACHN	UO-31	CAKI-1	A498	RXF 393
Fc1ccccc1-c1nc(-c2nc3ccccc3[nH]2)c2ccccn12	79	104	101	78	47	75	53	87
COc1ccc(-c2cc(-c3ccc(Cl)cc3)nc(SCCCC(=O)NO)n2)cc1OC	6.5*	18	4.6*	-20*	-53*	-5.1*	-40*	-38*
OCC1(CO)COC2(CCCCC2)N1	102	95	102	107	79	98	108	112
O=C(Oc1ccccc1-c1ccccc1)c1ccccc1	95	100	107	96	84	105	83	104
CC(C)=C1OC(=O)C1(C)C	107	108	110	100	95	·	·	112
C=C(C)CN(CC(=C)C)C(=O)c1ccccc1	105	104	102	100	95	98	89	110
CCN(CC)c1ccc(C(O)C2=CC(=O)c3ccccc3C2=O)cc1 (configuration not stated)	-28*	-31*	3.3*	-59*	23	·	6.3*	-80*
CC1=CC(=O)C(/C(C)=N/NC(=O)c2ccccc2NC(=O)c2ccc(C)cc2)C(=O)O1 (configuration not stated)	91	111	100	92	81	88	119	99
Cc1c(C(=O)C2C(=O)N(C)N=C2C(F)(F)F)nnn1-c1ccccc1 (configuration not stated)	99	97	95	104	87	99	82	106
CCOC(=O)c1ccc(N/C=C/C(=O)c2ccc(Cl)cc2)cc1	109	97	91	99	97	100	101	100
COc1cc(/C=C/C(=O)C(=Cc2ccc(F)c(F)c2)C(=O)/C=C/c2ccc(O)c(OC)c2)ccc1O	31	35	41	27	53	96	116	-32*
O=C(O)Cc1ccc(C(=O)O)cc1	102	95	94	101	93	98	75	111
Cc1ccc(C2N=C(N)NC(Nc3nn[nH]n3)=N2)cc1 (configuration not stated)	107	92	97	102	·	93	97	109

Pulled one by one from above:
SMILES	SN12C	TK-10	786-0	ACHN	UO-31	CAKI-1	A498	RXF 393
O=C(Oc1ccccc1-c1ccccc1)c1ccccc1	95	100	107	96	84	105	83	104
Cc1ccc(C2N=C(N)NC(Nc3nn[nH]n3)=N2)cc1 (configuration not stated)	107	92	97	102	·	93	97	109
CC1=CC(=O)C(/C(C)=N/NC(=O)c2ccccc2NC(=O)c2ccc(C)cc2)C(=O)O1 (configuration not stated)	91	111	100	92	81	88	119	99
C=C(C)CN(CC(=C)C)C(=O)c1ccccc1	105	104	102	100	95	98	89	110
COc1cc(/C=C/C(=O)C(=Cc2ccc(F)c(F)c2)C(=O)/C=C/c2ccc(O)c(OC)c2)ccc1O	31	35	41	27	53	96	116	-32*
O=C(O)Cc1ccc(C(=O)O)cc1	102	95	94	101	93	98	75	111

Other results:
SMILES	SN12C	TK-10	786-0	ACHN	UO-31	CAKI-1	A498	RXF 393
CCCCC/C=C\C/C=C\CCCCCCCC(=O)OCC	106	115	101	98	93	·	100	121
COc1ccc2c(c1)OC1=C(C(=O)OC1)C2c1cc(OC)c2c(c1)OCO2 (configuration not stated)	24	47	20	·	42	43	24	17
O=C(Nc1ncnc2nc[nH]c12)c1ccco1	97	95	101	101	89	·	101	125
C[C@H]1[C@H]2[C@H]3CC[C@@H]4[C@@]5(C)CC[C@H](O)C(C)(C)[C@@H]5CC[C@@]4(C)[C@]3(C)CC[C@]23CO[C@]1(C)[C@@H](C(=O)/C=C\c1cccnc1)C3	63	32	64	42	59	56	73	75
CN(C)c1ccnc(CNCCSC2(c3ccccc3)c3ccccc3C=Cc3ccccc32)c1	·	0.1*	-47*	13	13	3.6*	-39*	-37*

Source: PubChem (NCI)
